Bioassay records: PubChem BioAssay, several laboratories
OXTR ag – human OXTR agonists, primary screen, fluorescence, CHO-OTR cells, Fluo-8 calcium; AID 2435, 2010; activation, % at 3 µM; Fluo-8 calcium fluorescence; normalized: DMSO 0%, oxytocin 100%; 320,000 compounds, 0.32% hits;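 active = activation above the mean of all tested compounds plus 3 SD, cutoff set per screening run, cut at about 20% in these data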;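 also: peak over basal fluorescence ratio from a 100 s FLIPR kinetic read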
Target sequence (P30559 whole entry, looked up): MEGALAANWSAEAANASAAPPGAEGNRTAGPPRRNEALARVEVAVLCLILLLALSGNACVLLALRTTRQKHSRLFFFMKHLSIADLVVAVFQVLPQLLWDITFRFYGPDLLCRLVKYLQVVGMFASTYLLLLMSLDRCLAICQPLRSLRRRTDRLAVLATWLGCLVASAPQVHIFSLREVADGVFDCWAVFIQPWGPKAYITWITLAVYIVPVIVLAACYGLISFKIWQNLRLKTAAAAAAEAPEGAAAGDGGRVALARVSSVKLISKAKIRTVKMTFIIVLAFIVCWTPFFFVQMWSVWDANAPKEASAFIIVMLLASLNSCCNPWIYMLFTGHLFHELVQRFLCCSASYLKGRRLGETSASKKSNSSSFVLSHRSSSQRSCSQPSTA
GalR3 antag – GalR3 antagonists in HEK293 cells, primary screen, cell-based, fluorescence readout. HEK293 GalR3-CNG cAMP membrane potential fluorescence; galR3 body fused to GalR1 C-terminus. AID 651719, 2012. inhibition, % at 3 µM. 360,000 compounds, 0.44% hits. Galanin receptor type 3 (Homo sapiens), O60755;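 active = inhibition above the screen-wide average plus 3 SD, cut at about 13% in these data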;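 also: forskolin and galanin both at EC90 stimulate the cells; cAMP rise reported by CNG channel membrane potential dye signal; 0% = forskolin plus galanin with DMSO and 100% = forskolin alone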
Target sequence (O60755 1-299 limits assumed): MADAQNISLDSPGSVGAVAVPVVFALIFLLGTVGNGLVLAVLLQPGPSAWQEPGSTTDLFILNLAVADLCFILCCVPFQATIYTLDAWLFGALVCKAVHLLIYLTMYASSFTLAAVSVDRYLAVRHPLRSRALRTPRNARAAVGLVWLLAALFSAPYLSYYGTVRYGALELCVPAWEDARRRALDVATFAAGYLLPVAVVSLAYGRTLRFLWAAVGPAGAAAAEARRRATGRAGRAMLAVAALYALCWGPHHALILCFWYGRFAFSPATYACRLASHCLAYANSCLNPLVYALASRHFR
MEKK2 mut-MEK5 – MEK5 binding signal on mutant MEKK2 PB1, primary screen, biochemical, multiplex bead flow cytometry, Alexa488-MEK5 | Alexa488-MEK5 binding to MEKK2 mutant | percent response, % at 10 µM | 290,000 compounds, 0.35% hits; in the data active = percent response above about 24%, passing the limit was not always enough; also: inactives centre near 1; some results filed as inactive read as strong as hits
MEKK2 WT-MEK5 – modulators of MEK5 binding to wildtype MEKK2, primary screen, biochemical, multiplex bead flow cytometry, Alexa488-MEK5 | Mitogen-activated protein kinase kinase kinase 2 (Homo sapiens), Q9Y2U5 | Alexa488-MEK5 binding to MEKK2 WT; actives lie on both sides | binding response (% of control), % at 10 µM | 290,000 compounds, 1.1% hits; in the data active = binding response below about 67% or above about 130%
V1R ag counter – agonists of human V1a receptor, primary screen, counter-screen for OXTR agonist project, fluorescence, CHO-V1R cells | Vasopressin V1a receptor (Homo sapiens), P37288 | Fluo-8 calcium fluorescence, agonist mode; 0% DMSO, 100% 3 nM vasopressin | activation, % at 3 µM | 320,000 compounds, 0.25% hits | AID 2797, 2010;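 active = activation above the mean activation of all tested compounds plus 3 SD, per screening run, cut at about 20% in these data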;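 also: signal is peak over basal fluorescence ratio across a 100 second FLIPR read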
OXTR potentiate – human OXTR potentiators, primary screen, fluorescence, CHO-OTR cells, Fluo-8 calcium; Oxytocin receptor (Homo sapiens), P30559; Fluo-8 calcium fluorescence, potentiator mode; 0% = oxytocin EC15, 100% = EC100; activation, % at 3 µM; 320,000 compounds, 0.061% hits; AID 2445, 2010;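 active = activation above that plate's cutoff, the mean activation of tested compounds plus 3 SD, cut at about 6.6% in these data, passing the limit was not always enough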;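 also: 100% uses oxytocin at 75 nM as the full agonist control; some results filed as inactive read as strong as hits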
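Material: CHO-OTR cells, human receptor; compound dosing: single dose, 3.0 µM nominal final compound concentration; schedule: 6 min compound pre-incubation at room temperature, 100 s kinetic read; measured by: kinetic Fluo-8 calcium fluorescence; read-out basis: % activation vs EC15 and EC100 oxytocin; controls: EC15 oxytocin alone as 0%, 75 nM oxytocin as 100%; replicates: singlicate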
NALP1 inh – NALP1 inflammasome inhibitors in reconstituted yeast, colorimetric, S. cerevisiae, triplicate retest. inhibition, % at 10 µM. 280,000 compounds, 0.61% hits. S. cerevisiae NALP1/ASC/caspase-1 growth, X-gal OD620, 72 h. AID 2071, 2009; in the data active = inhibition mostly above about 24%, no sharp cut-off; inactive = mostly below about 32%; also: some compounds called inactive have numbers as strong as hits
GPR7 antag – GPR7 receptor antagonists, primary screen, cell-based, fluorescence, single concentration. Neuropeptides B/W receptor type 1 (Homo sapiens), P48145. GPR7-expressing cells, fluorescence antagonist assay. 290,000 compounds, 1.1% hits. inhibition, % at 4.4 µM; in the data active = inhibition above about 16%, passing the limit was not always enough;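 also: cells stimulated with the agonist NPW; 0% = agonist with vehicle and 100% = vehicle without agonist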
Target sequence (P48145 whole entry, looked up): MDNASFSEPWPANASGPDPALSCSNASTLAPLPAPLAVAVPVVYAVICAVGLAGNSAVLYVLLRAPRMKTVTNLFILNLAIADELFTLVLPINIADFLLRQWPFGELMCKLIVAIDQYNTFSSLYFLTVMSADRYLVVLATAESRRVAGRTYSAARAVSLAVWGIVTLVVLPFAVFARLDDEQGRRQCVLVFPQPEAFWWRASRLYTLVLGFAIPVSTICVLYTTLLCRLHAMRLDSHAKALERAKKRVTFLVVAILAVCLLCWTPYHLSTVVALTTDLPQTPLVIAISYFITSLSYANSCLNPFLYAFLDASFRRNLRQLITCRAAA
PfM18AAP inh – PfM18AAP inhibitors, malaria aminopeptidase, primary screen, biochemical, QFRET, recombinant enzyme; H-Glu-NHMec fluorogenic cleavage; inhibition, % at 7.35 µM; 290,000 compounds, 1.2% hits; AID 1822, 2009; M18 aspartyl aminopeptidase (Plasmodium falciparum 3D7);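 active = inhibition above the campaign mean inhibition over all tested compounds plus 3 SD, cut at about 28% in these data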;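 also: 0% = plate median of test compound wells and 100% = 2 mM ZnCl2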
* marks the source's active call; other numbers are inactive results; . = no result given.

Values in the order – OXTR ag | GalR3 antag | MEKK2 mut-MEK5 | MEKK2 WT-MEK5 | V1R ag counter | OXTR potentiate | NALP1 inh | GPR7 antag | PfM18AAP inh
(1) C/C(=N/NC(=O)CNC(=O)c1ccncc1)c1ccc(Cl)cc1
  1.0 | -3 | 16 | 103 | -1.0 | -3 | -24 | 3 | -15
(2) COc1ccc(CCNC(=O)C(=O)NCC2OCCN2S(=O)(=O)c2ccc(Cl)cc2)cc1OC (configuration not stated)
  8.2 | . | -2 | 100 | 6.3 | -7 | 3 | 4 | -3
(3) COc1ccc(N(Cc2ccccc2)S(=O)(=O)c2cccc(C(=O)Nc3ncccc3C)c2)cc1
  -0.6 | -2 | . | . | 3.0 | -8 | . | . | .
(4) O=C(c1ccc(F)cc1)n1c(=S)nc2ccccn21
  -0.1 | -5 | -37 | 80 | 0.3 | -3 | 19 | -14 | -8
(5) N#Cc1ccccc1OCCn1cncn1
  0.0 | -6 | 4 | 107 | 0.7 | 1 | 19 | 1 | -8
(6) CC(=O)c1ccc(C(=O)N2CCc3c([nH]c4ccccc34)C2c2cccc(C)n2)s1 (configuration not stated)
  -0.7 | -6 | 0 | 96 | 0.1 | 0 | -59 | -15 | 4
(7) COc1ccc(C(OC(=O)c2ccco2)C(=O)NC2CCCC2)cc1 (configuration not stated)
  -0.7 | -6 | 3 | 103 | -0.1 | 3 | 2 | -3 | -11
(8) C=CCNc1nc(N2CCOCC2)c(C#N)c2c1CN(C)CC2
  0.3 | 0 | 3 | 107 | 1.3 | -3 | -8 | -3 | 9
(9) O=C(Oc1c(Cl)cc(Cl)c2cccnc12)N1CCCCC1
  -2.4 | -3 | -5 | 93 | -1.6 | 2 | 6 | -1 | -2
(10) O=C(NCc1cccnc1)NC(=O)c1ccc(Cl)cc1
  1.2 | -4 | 6 | 107 | 4.0 | -8 | 10 | -10 | -12
(11) CCOc1ccc(N(C(C)C(=O)NC(C)CC)S(C)(=O)=O)cc1 (configuration not stated)
  -0.1 | -4 | 0 | 101 | 0.6 | -1 | 5 | 8 | -3
(12) Cc1ccc(CSCC(=O)Nc2ccccc2)cc1
  -2.1 | -9 | 1 | 106 | -0.1 | -17 | 20 | 5 | -10
(13) O=C(NCCc1ccncc1)c1ccccc1F
  0.9 | -3 | -9 | 94 | 1.5 | 4 | 24 | -21 | -2
(14) CCOC(=O)CCNC(=O)N1CCCC(CNS(=O)(=O)c2cccs2)C1 (configuration not stated)
  -0.8 | -2 | 0 | 98 | 0.9 | -8 | 14 | -8 | 3
(15) CCN(CC)C(=O)c1[nH]cnc1C(=O)N[C@@H](CC(C)C)C(=O)OCc1ccccc1
  -1.9 | -5 | 3 | 102 | -0.4 | 5 | 14 | -14 | -1
(16) CNC[C@@H]1Oc2c(NC(=O)Nc3ccc(F)cc3)cccc2C(=O)N([C@H](C)CO)C[C@@H]1C
  -0.5 | -3 | . | . | 0.2 | 2 | . | . | .
(17) O=C(Oc1c(Cl)cc(Cl)c2cccnc12)c1cccc([N+](=O)[O-])c1
  0.1 | . | -2 | 102 | 1.9 | -1 | 16 | -6 | 2
(18) COc1cccc2sc3cc(C#Cc4ccccn4)ccc3c(=O)c12
  0.1 | -6 | . | . | -0.6 | -2 | . | . | .
(19) Cc1cc(C)n(Cc2nc3ccccc3n2C)n1
  -0.5 | 9 | 7 | 107 | 0.0 | -2 | 23 | -10 | 1
(20) O=C([C@H](Cc1ccccc1)NS(=O)(=O)c1ccc(Cl)cc1)N1CC[C@@]2(O)CCCC[C@H]2C1
  1.4 | -1 | . | . | 1.0 | -10 | -12 | 1 | -12
(21) O=C(NO)C1CC2C=CC1C2 (configuration not stated)
  0.0 | 1 | 0 | 102 | 0.5 | -8 | 20 | 3 | 18
(22) COc1ccc(CC(=O)Nc2cc(C)ccn2)cc1
  -1.0 | -6 | -15 | 56 | 0.4 | -1 | 19 | -24 | -6
(23) O=C(Nc1nc(=O)c2ccccc2s1)c1ccc(Cl)cc1
  0.2 | 1 | 11 | 109 | 0.9 | -10 | 41 | 1 | 30*
(24) Cc1cc(=O)n2c(ccc3ccccc32)c1C#N
  0.6 | -2 | . | . | 0.9 | -2 | 0 | -4 | 3
(25) CCC(=O)N(C(=O)CC)N1CCN(c2ccncc2S(=O)(=O)N2CCCCC2)CC1
  -0.9 | -2 | 4 | 102 | 1.2 | -7 | 4 | 34* | -7
(26) CCOC(=O)C(=O)Nc1nc(-c2ccc3c(c2)CCN3C(=O)C2CC2)c(C)s1
  -2.8 | -9 | 3 | 94 | 1.6 | -12 | 0 | -6 | 10
(27) O=C1N[C@@H](Cc2ccccc2)C(=O)N2[C@@H]1C[C@]1(Br)c3ccccc3N(S(=O)(=O)c3ccccc3)[C@H]21
  6.5 | -2 | 4 | 106 | 1.1 | -16 | . | . | .
(28) COc1ccc(C(=O)NCC(=O)OCC(=O)NC(=O)c2ccc(C(C)(C)C)cc2)cc1OC
  -0.2 | -2 | . | . | 2.1 | -1 | . | . | .
(29) Cc1cc(C)c(S(=O)(=O)NC2CC(C)(C)NC(C)(C)C2)cc1Br
  . | -5 | 6 | 113 | . | . | 0 | 10 | -10
(30) CC(Sc1nnc(-c2ccc(OC(F)F)cc2)n1N)C(=O)NCC1CCCO1 (configuration not stated)
  5.0 | -3 | . | . | -0.2 | -6 | . | . | .
(31) CSCCC(NC(=O)/C(=C/c1ccco1)NC(=O)c1ccco1)C(=O)O (configuration not stated)
  1.6 | -4 | . | . | 0.0 | 0 | . | . | .
(32) O=S(=O)(/N=C(/c1ccccc1)N1CCCCCC1)c1ccccc1
  -0.9 | -2 | -10 | 83 | -0.5 | -6 | -21 | 33* | -2
(33) CN(Cc1ccccc1)C(=O)c1[nH]cnc1C(=O)N[C@@H](CCCCNC(=O)OC(C)(C)C)C(=O)OC(C)(C)C
  -1.5 | . | 4 | 104 | -1.2 | 0 | 12 | 3 | 0
(34) COc1cccc(CNC(=O)CSc2nnc3c(n2)[nH]c2ccccc23)c1
  0.5 | -5 | 8 | 100 | 5.0 | -5 | -9 | -1 | 5
(35) Cn1c(=O)n(C)c2cc(C(=O)O)ccc21
  0.4 | 2 | . | . | 1.0 | -7 | -30 | -2 | -12
(36) O=C(CNC(=S)N(Cc1ccccc1)Cc1cccnc1)NCCc1ccccc1
  -0.3 | 4 | -2 | 100 | 1.0 | -10 | 34 | 0 | -2
(37) CCN(CC)CCn1c(=N)n(CC(O)COc2cccc(C)c2)c2ccccc21 (configuration not stated)
  1.0 | -12 | 8 | 131 | 0.2 | -8 | 18 | 14 | -6
(38) COc1ccccc1CC(=O)NNS(=O)(=O)c1cccc([N+](=O)[O-])c1
  1.6 | -4 | -5 | 92 | 0.4 | -8 | 24 | -16 | -18
(39) C/C(=N\OCC(=O)Nn1c(C)nc2ccccc2c1=O)c1cccs1
  -1.4 | 4 | -9 | 98 | 9.3 | -7 | 3 | -10 | -8
(40) CCOC(=O)CSc1ccc(S(=O)(=O)N(CC)CC)cc1[N+](=O)[O-]
  -0.2 | -8 | -10 | 71 | -0.7 | -8 | 11 | -9 | 7
(41) COc1ccc(NC(=O)c2c[nH]n3c(=O)cc(C4CCN(C(=O)OC(C)(C)C)CC4)nc23)cc1Cl
  -0.5 | -1 | -18 | 82 | -1.0 | -8 | 12 | -20 | 3
(42) NS(=O)(=O)c1ccc(Cl)cc1[N+](=O)[O-]
  8.2 | -5 | 2 | 96 | 1.4 | -10 | 10 | -5 | 2
(43) CCOC(=O)[C@H]1[C@H]2COc3ccc(Cl)cc3[C@@H]2N2C(=O)c3cc(C)ccc3NC(=O)[C@@]12C
  -1.0 | -6 | . | . | -0.2 | -6 | . | . | .
(44) COc1ccc(S(=O)(=O)c2ccccc2)cc1NS(=O)(=O)c1cccc(C(=O)O)c1
  0.6 | -8 | . | . | -0.8 | -5 | . | . | .
(45) Cc1onc(-c2ccccc2Cl)c1C(=O)OCC(=O)N1CCC(C)CC1
  -1.5 | -6 | . | . | -0.3 | -8 | . | . | .
(46) COc1ccc(CC(=O)NCc2nnc(SCC(=O)Nc3ccccc3)n2C)cc1
  5.5 | -3 | 3 | 100 | 0.6 | -8 | 20 | -12 | 3
(47) Cc1cccn2c(=O)c3cc(C(=O)N4COCC4(C)C)n(C)c3nc12
  -1.3 | -5 | . | . | -0.8 | -5 | 13 | 13 | -12
(48) O=C(Nc1ccc(NC(=O)C2CCCCC2)cn1)c1ccco1
  -0.7 | 0 | 1 | 102 | 0.0 | -15 | 14 | -9 | -8
(49) Cc1nc2sc(C(=O)OCC(=O)N3c4ccccc4CC3C)c(C)c2c(=O)[nH]1 (configuration not stated)
  -0.3 | 1 | -4 | 101 | -0.5 | -2 | -1 | -4 | 4
(50) N/C(=N\OC(=O)COc1ccc2ccccc2c1Br)c1ccncc1
  0.4 | . | -6 | 89 | 0.8 | -19 | 6 | 0 | -8
(51) O=C(CCN1CCOCC1)NCc1ccccc1
  -0.1 | -2 | 6 | 104 | -0.3 | -8 | 18 | -15 | 1
(52) Cc1ccc(SCCC(=O)Nc2ccc(Br)c(C)c2)cc1
  -1.3 | -3 | 2 | 100 | 1.5 | -9 | 25 | -2 | -4
(53) O=S(=O)(Nc1cccc(-c2ccc3nncn3n2)c1)c1ccccc1F
  0.1 | 1 | . | . | -0.7 | -7 | . | . | .
(54) COc1ccc(NC(=O)CSc2nnc(Cc3cccn3C)n2-c2ccc(C)cc2)cc1OC
  -1.7 | -3 | 7 | 109 | 0.3 | 1 | -21 | -14 | 3
(55) COC(=O)Cn1nnc2c(cnn2-c2ccccc2)c1=O
  -0.1 | -4 | -8 | 95 | 0.7 | 1 | -8 | 3 | 3
(56) CCC(C)(C)NC(=O)CN(C(=O)C(=O)Nc1ccc2c(c1)OCCO2)N1CCOCC1
  1.3 | -6 | 3 | 104 | -0.3 | -11 | 21 | -7 | -3
(57) CS(=O)(=O)N(CC(=O)N1CCCCCC1)Cc1ccc(Cl)cc1
  2.3 | 1 | 6 | 108 | 1.4 | 0 | 4 | -11 | -1
(58) N#Cc1nc(COc2ccccc2Cl)oc1N1CCCC1
  -1.3 | -1 | -8 | 99 | -0.8 | -1 | 9 | 0 | -16
(59) CC1CCC(N(C(=O)c2csnn2)C(C(=O)NC(C)(C)C)c2cccnc2)CC1 (configuration not stated)
  -0.7 | -7 | 8 | 104 | -0.4 | 1 | 5 | -12 | 1
